Compound activity from PubChem BioAssay.
IMPase Li cell = qHTS Assay for Identifying the Cell-Membrane Permeable IMPase Inhibitors: Potentiation with Lithium | CHO-M1 cells, IP1 TR-FRET (IP-One), carbachol + lithium | Potency, µM (doses to about 59.4 µM), for the others: top-dose activity, negative = IMPase inhibition, actives largely listed as inhibitors | 210,000 tested, 0.35% active | AID 1457, 2008;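 also: IP1 builds up when IMPase is blocked and the TR-FRET signal falls; potency is read from the fitted curve at half-maximal effect; plate controls were basal vehicle for no effect and high inhibitor control for full effect; nearly all actives have a fitted effect of over 50% in size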
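Concentration–response in CHO-M1 cells, lithium-potentiated; 30 min at 37C. IP1 detected by competitive TR-FRET after 10 min lysis at RT. Hill-fitted AC50.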
Epigenetic reg = Quantitative High-Throughput Screen for Regulators of Epigenetic Control. murine LDR cells, GFP reporter derepression, 30 h. Potency, µM (highest dose often 53.9 µM), for the others: at the top dose GFP activation, hits mostly activators. 280,000 tested, 0.2% active. AID 1865, 2009; also: potency is read from the fitted curve at half-maximal effect; % of control where 0% means no effect; nearly all actives have a fitted effect of over 60% in size
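Derepression of a silenced CMV-GFP reporter in murine LDR cells is scored by enumerating GFP-positive cells with a laser-scanning microplate cytometer after 30 hours of treatment at 37 C.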
CBFb RUNX1 block = qHTS Assay for Compounds Blocking the Interaction Between CBF-beta and RUNX1 for the Treatment of Acute Myeloid Leukemia; Runt-related transcription factor 1 (Homo sapiens) + Core-binding factor subunit beta …; AlphaScreen CBFb-His/RUNX1-biotin binding, biochemical; Potency, µM (top dose mostly 59.8 µM), for inactives: top-dose activity, negative = inhibition, actives largely listed as inhibitors; 230,000 tested, under 10 active; also: % of control where 0% means no effect
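Room-temperature protein-protein interaction test with 30 nM each of His-tagged CBF-beta and biotinylated RUNX1, 15 min with compound, then 90 min with nickel plus streptavidin beads. Signal read in AlphaScreen mode.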
GLA spleen mod = qHTS Assay for Inhibitors and Activators of Human alpha-Galactosidase From Spleen Homogenate. Alpha-galactosidase A (Homo sapiens), P06280. human spleen homogenate, 4MU-alpha-Gal fluorescence, 40 min. Potency, µM (titrated, usually from 80 µM), for the others: at the highest dose activity change, negative = inhibition, usual class: inhibitors. 240,000 tested, 0.008% active. AID 2107, 2009;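 also: potency is read from the fitted curve at half-maximal effect; 0% = enzyme with vehicle and -100% = no enzyme basal signal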
Target sequence (P06280 32-429 limits assumed): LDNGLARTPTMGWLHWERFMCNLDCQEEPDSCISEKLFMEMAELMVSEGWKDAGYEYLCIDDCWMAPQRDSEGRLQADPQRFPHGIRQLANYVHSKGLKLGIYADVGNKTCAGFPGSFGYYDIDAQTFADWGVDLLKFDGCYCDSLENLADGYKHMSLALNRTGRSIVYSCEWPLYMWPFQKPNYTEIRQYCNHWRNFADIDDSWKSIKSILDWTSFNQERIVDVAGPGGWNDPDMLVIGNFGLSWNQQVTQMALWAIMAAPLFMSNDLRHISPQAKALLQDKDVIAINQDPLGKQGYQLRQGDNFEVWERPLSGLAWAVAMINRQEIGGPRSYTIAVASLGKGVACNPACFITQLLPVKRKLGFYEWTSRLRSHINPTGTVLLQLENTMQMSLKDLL
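Human spleen homogenate (1 ug) as enzyme source, 4-methylumbelliferyl-alpha-D-galactopyranoside 1 mM final, citrate/phosphate pH 5.0 with 0.01% Tween-20. Compounds 40 min at 37C, NaOH/glycine stop; fluorescence Ex 365/Em 440, Hill-fit AC50.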
NPSR antagonist = qHTS Assay for Antagonists of the Neuropeptide S Receptor: cAMP Signal Transduction | Q6W5P4 | CHO-NPSR cells, cAMP TR-FRET, antagonist mode | Potency, µM (series often up to 38.3 µM), for the others: at the top dose activity change, negative = inhibition, actives largely listed as inhibitors | 220,000 tested, 1% active | AID 1461, 2008; also: potency is read from the fitted curve at half-maximal effect; % is scaled to controls: 0 for no effect and ±100 for the full control effect; nearly all actives have a fitted effect of over 50% in size; many of its hits are not listed in these tables
Target sequence (Q6W5P4 whole entry, looked up): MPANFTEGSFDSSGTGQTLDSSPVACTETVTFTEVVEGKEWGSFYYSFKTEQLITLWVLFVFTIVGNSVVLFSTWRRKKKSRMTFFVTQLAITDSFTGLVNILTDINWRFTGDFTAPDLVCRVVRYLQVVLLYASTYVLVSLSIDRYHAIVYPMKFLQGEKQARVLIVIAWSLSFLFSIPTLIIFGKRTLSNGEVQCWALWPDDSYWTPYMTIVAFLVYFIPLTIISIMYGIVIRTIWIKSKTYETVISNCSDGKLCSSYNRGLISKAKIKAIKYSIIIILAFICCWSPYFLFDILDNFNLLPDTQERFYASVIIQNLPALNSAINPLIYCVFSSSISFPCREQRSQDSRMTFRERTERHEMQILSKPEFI
Luc counter = Counterscreen for Luciferase (Kinase-Glo TM) Inhibition | Luciferin 4-monooxygenase (Photuris pensylvanica), Q27757 | Kinase-Glo luciferase, ATP luminescence, 8 min | Potency, µM (series often up to 38.3 µM), for the others: top-dose activity change, negative = inhibition, most hits filed as inhibitors | 200,000 tested, 0.28% active; also: potency is read from the fitted curve at half-maximal effect; % is scaled to controls: 0 for no effect and ±100 for the full control effect; nearly all actives have a fitted effect of over 60% in size
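Luminescence was the read-out, taken after 8-minute incubation at ambient temperature. Luciferase turned over luciferin with 10 uM ATP in imidazole pH 7.2 buffer containing KCl, MgCl2, Tween 20 and BSA.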
LMNA splice mod = qHTS Assay for Modulators of Lamin A Splicing | HeLa LMNA splicing GFP/RFP minigene ratio, 48 h | Potency, µM (top dose mostly 46.1 µM), inactives show at the top dose ratio change, negative = inhibition, hits mostly inhibitors | 200,000 tested, 0.01% active | AID 1487, 2009; active = well fitted inhibition curve with a large enough effect in the signal ratio, with a control signal flat, not every such curve was filed as active; inconclusive = small, poorly fitted or top-dose-only effect, or effect the other way, or a change in a side signal; the % refers to the signal ratio; also: potency is read from the fitted curve at half-maximal effect; % is scaled to controls: 0 for no effect and ±100 for the full control effect
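S3 HeLa cells stably expressing lamin A-EGFP splicing minigene plus DsRed2, 600 cells/well, 48 h compound exposure at 37C. Laser-scanning cytometry; analysed as GFP (500-530 nm)/RFP (575-640 nm) total intensity ratio; 0.5% DMSO vehicle.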
* hit, by the source's call; ? = inconclusive; · = not tested or not shown; [ ] = dose if it differs, or a comment. Unless noted, calls follow the shape of the dose curve; as a rule, active = well fitted curve in the direction sought with a large enough effect; inconclusive = small, poorly fitted or top-dose-only effect, or another doubt; inactive = no such curve, though single readings can be large; an effect the other way counts as inactive or inconclusive.

SMILES | IMPase Li cell | Epigenetic reg | CBFb RUNX1 block | GLA spleen mod | NPSR antagonist | Luc counter | LMNA splice mod
Cc1nc(-c2ccccc2)nc2[nH]ccc(=O)c12 | -4%[38.3 µM] | -3.1% | 5% | ? | 10%[46.1 µM] | 13% | -9%
CC(C)OC(=O)C1C(=O)CC(C)(O)C(C(=O)OC(C)C)C1c1cccc(O)c1 (centres undefined) | 4% | 1.8% | 10% | -6% | -6%[46.1 µM] | -2% | -15%
O=C(Cn1ccc([N+](=O)[O-])n1)Nc1nc2ccccc2s1 | 0% | -1.1% | -1% | -5% | 8% | -1% | ·
COc1cccc(CN(C(=O)Cn2nnc(-c3ccccc3F)n2)C(C(=O)NC(C)(C)C)c2ccncc2)c1 (centres undefined) | 7% | 2.1% | 1% | 7% | 11% | -2% | -7%[46 µM]
CCCN(CCO)Cc1cccc(Oc2ccccc2)c1 | 9%[38.3 µM] | 2.0% | 1% | 4% | -7%[46.1 µM] | -2% | 0%
COc1ccc(COC(=O)c2ccc3c(=O)n4c(nc3c2)CCC4)cc1F | · | 2.5% | 5% | 1% | 38% | · | ·
S=C1CCSc2ccc(Cl)cc2N1 | -1%[38.3 µM] | -1.1% | 2% | 7% | 2%[46.1 µM] | 2% | -5%
Fc1ccc(Br)cc1/C=N/n1cnnc1 | -4%[38.3 µM] | -2.8% | 3% | 6% | 2%[46.1 µM] | -1% | 7%
CN(C(=O)c1ccncc1)c1nnc(-c2cccnc2)s1 | 32%[38.3 µM] | 2.0% | 10% | 1% | -11%[46.1 µM] | 1% | 0%
CC(C)CC1NC(=O)N(CCCCN2C(=O)c3ccccc3C2=O)C1=O (centres undefined) | -4% | 0.9% | -4% | 1% | 10% | -1% | 13%[46 µM]
CCOc1ccc(C(=O)NC2CCN(C(=S)Nc3ccccc3C)CC2)cc1 | 0% | -1.0% | 2% | 2% | 6% | 2% | 8%[46 µM]
Cc1cccc(CNc2ncncc2-c2ccccc2CN(C)C)c1 | 16% | · | · | 6% | · | · | -6%
O=C(Nc1ccccc1)Nc1nncs1 | 4%[38.3 µM] | -0.2% | -2% | 0% | 7%[46.1 µM] | -3% | -8%
Cc1ccc(-c2nc(=S)c3c(n2CCN2CCOCC2)CC(C)(C)OC3)cc1 | 25%[38.3 µM] | -1.1% | 4% | -2% | -15%[46.1 µM] | 1% | -10%
CCc1cc[n+](-c2nc3ccccc3nc2C(=C=[N-])C#N)cc1 | -5%[38.3 µM] | -0.4% | -8% | -3% | -28%[46.1 µM] | -5% | -18%
CC(Oc1ccccc1)C(=O)Nc1cccc(F)c1 (centres undefined) | 20%[38.3 µM] | -1.0% | 5% | 1% | -12%[46.1 µM] | -1% | 1%
C/C(Cc1ccccc1)=N\NC(=O)c1cc(C(C)(C)C)[nH]n1 | 0% | 1.3% | -4% | 10% | 1% | -3% | 6%[46 µM]
Cc1cc(O)ccc1N1C(=O)c2cccc3cc([N+](=O)[O-])cc(c23)C1=O | -3% | -3.5% | 1% | -3% | -3% | -2% | ·
Cc1cc(C(F)(F)F)nn1CC(=O)NNC(=S)Nc1cccc(Cl)c1 | 10%[38.3 µM] | -1.0% | 0% | 3% | 5%[46.1 µM] | -1% | -9%
Cc1ccc2nc(-c3ccc4c(c3)OCCO4)cn2c1 | · | 0.0% | 2% | 1% | 20% | · | ·
COc1ccc(-n2c(C)cc(C(=O)CN3CCC(C)CC3)c2C)cc1 | 10% | 1.1% | 3% | -1% | 0% | -6% | 5%[9.22 µM]
Cc1nnc(SCCOc2ccccc2)s1 | 8% | 0.2% | -4% | 12% | 13% | -1% | 9%[46 µM]
CCN(C(=O)CSc1ncnc2sc(C)c(C)c12)C1CCS(=O)(=O)C1 (centres undefined) | 16% | 13% | 5% | -5% | 12% | -4% | -26%[46 µM]
NS(=O)(=O)c1cccc(NC(=O)COC(=O)C2CCCCC2)c1 | 9% | -0.1% | -1% | -1% | 6% | -1% | -8%[46 µM]
Cn1c(CCNC(=O)c2ccccc2)nc2cc(NC(=O)c3ccco3)ccc21 | 18%[38.3 µM] | -1.0% | 0% | 1% | -10%[46.1 µM] | -2% | 0%
CC(C)n1nc(C(=O)OCC(=O)N(C)C2CCS(=O)(=O)C2)c2ccccc2c1=O (centres undefined) | 3%[38.3 µM] | 1.7% | -2% | 3% | 6%[46.1 µM] | -4% | -1%
CC1=NN(C(=O)c2ccc(Cn3ccc([N+](=O)[O-])n3)cc2)C(O)(C(F)(F)F)C1 (centres undefined) | -1% | 1.0% | -2% | -3% | 7% | 10% | ?
COC(=O)c1cc(=O)nc2scc(C)n12 | -23% | -3.3% | 5%[2.36 µM] | 0% | 6% | 3% | 4%
Cc1nnc(SCC(=O)Nc2ccc(N3CCOCC3)cc2)o1 | -4% | 0.0% | 3% | 5% | -9%[46.1 µM] | -3% | -13%
O=C(Nc1ccc(Cl)cc1Cl)c1csc(-c2cccnc2)n1 | · | 2.1% | 5% | 3% | 16% | · | ·
CSc1nn2c(C(F)(F)F)cc(C(F)(F)F)nc2c1C(=O)O | · | 1.1% | ? | 1% | -11%[7.67 µM] | · | ·
COc1ccccc1CNC(=O)c1ccc2c(=O)n(CCCN3CCCC3=O)c(=S)[nH]c2c1 | -6% | -1.1% | 0% | 2% | -16% | -4% | ?
ON=C1/C(=N\O)CC2(C/C1=N/O)OCCO2 | 35%[activator][38.3 µM] | 0.9% | -1% | 8% | 17%[46.1 µM] | -1% | ?
Cc1ncc(CN2CCC(CO)(CCc3ccccc3)CC2)s1 | 14% | 11% | 7% | 5% | -12% | -1% | 9%[46 µM]
COc1ccc(/C=N/NC(=O)c2ccc(F)cc2)cc1CN1CCc2cc(OC)c(OC)cc2C1C (centres undefined) | 40%[activator] | -2.4% | ? | 4% | -31% | -2% | -16%[46 µM]
CC(C)NS(=O)(=O)c1ccc(OCC(=O)N2CCCC2)c(Cl)c1 | 1%[38.3 µM] | -1.1% | 4% | -4% | 4%[46.1 µM] | -7% | -1%
COc1ccc(CNC(=O)C2CCN(C(=O)N(C)C)CC2)c(OC)c1 | 18%[38.3 µM] | -0.3% | -2% | -1% | -3%[46.1 µM] | -3% | 3%
CN1CCN(C(=S)Nc2cccc(C(F)(F)F)c2)CC1 | -3% | 0.0% | -5% | -7% | 4% | -5% | ?
Cc1cc([N+](=O)[O-])nn1CCCC(=O)Nc1c(C)n(C)n(-c2ccccc2)c1=O | 16% | 11% | -8% | 1% | 7% | -1% | 1%[46 µM]
Cc1cc(C(=O)O)ccc1-c1ccc(CO)o1 | -1% | 2.1%[10.1 µM] | -3% | -1% | -5% | 3% | 2%[46 µM]
COc1ccc(-c2ccc(-c3noc(-c4ccc(OC)c(OC)c4)n3)c(OC)n2)cc1 | -28%[38.3 µM] | 15% | -8% | 4% | -10%[46.1 µM] | -2% | 4%
COc1cc(/C=C/C(=O)O)cc(S(=O)(=O)Nc2ccc3nc(SC)sc3c2)c1OC | 0% | -0.2% | 2% | 8% | 12% | 0% | -9%[46 µM]
CCN(CC(=O)NC1CCS(=O)(=O)C1)S(=O)(=O)c1ccc2ccccc2c1 (centres undefined) | 1% | -1.8% | 3% | 17% | 16% | 2% | 9%
CCCCOc1ccc(C2CC(=O)NC2=O)cc1 (centres undefined) | 12%[38.3 µM] | 2.0% | 0% | 14% | -7%[46.1 µM] | 0% | -5%
Cc1ccc(-c2cn(-c3ccccc3)c(SCC(N)=O)n2)cc1C | 1% | -1.1% | 2% | -9% | 2% | -1% | -12%
CCOC(=O)OCC1OC(c2ccccc2)C=CC1Oc1ccc2oc(=O)cc(C)c2c1 (centres undefined) | · | 14%[10.1 µM] | 12%[13.1 µM] | 26%[17.5 µM] | · | · | ·
O=C(c1ccco1)N1CCC2(CCCN(c3ccncc3)C2)CC1 | 25% | · | · | 4% | · | -1% | ·
Cn1c(=O)oc2cc(S(=O)(=O)NCc3ccccc3)ccc21 | 6%[38.3 µM] | -1.5% | -5% | -1% | -8%[46.1 µM] | 2% | 12%
COc1ccccc1N1C(=O)CCC1(C#N)c1ccccc1 (centres undefined) | -5%[38.3 µM] | -0.7% | 7% | 6% | -20%[46.1 µM] | 12% | 10%
Cc1cc(F)c(F)c(C(=O)N2CCCCC2C)c1Cl (centres undefined) | 12% | 0.1% | 2% | 0% | 10% | 4% | -4%[46 µM]
CC(C)(C)C(=O)[C@H]1[C@H](c2ccccc2)[C@@]2(N=C(c3ccccc3)OC2=O)C2c3ccccc3C=NN21 (some centres undefined) | -7%[38.3 µM] | ? | -3% | -8% | -26%[46.1 µM] | -1% | 3%
C=CCOc1ccc(Br)cc1CNC(C)(C)C | 9% | -3.2% | -4% | 0% | 11% | 7% | ·
CC(C(=O)Nc1ccccc1C(=O)N1CCOCC1)N(c1ccc(Cl)cc1)S(C)(=O)=O (centres undefined) | -7% | -0.4% | 4% | 10% | 7% | 0% | ·
CC(C)CCNC(=O)COc1ccc2c(c1)C(=O)CC(C)(C)O2 | 17%[38.3 µM] | -3.5% | 2% | ? | -14%[46.1 µM] | -6% | 2%
O=C1CC(SC(=Nc2ccccc2)Nc2ccccc2)C(=O)N1c1cccc(Cl)c1 (centres undefined) | 9%[38.3 µM] | 1.1% | -4% | -9% | ? | -2% | ?
O=C(Nc1ccccc1C(=O)NCc1ccccc1)c1ccccc1 | 13%[38.3 µM] | 3.2% | 7% | 9% | -24%[46.1 µM] | -9% | -4%
CC1CCN(C(=O)COC(=O)c2n[nH]c3ccccc23)CC1 | 0%[38.3 µM] | 0.0% | 4% | 1% | -1%[46.1 µM] | 0% | 2%

Of the compounds above, 2 have a cyano group.
SMILES | IMPase Li cell | Epigenetic reg | CBFb RUNX1 block | GLA spleen mod | NPSR antagonist | Luc counter | LMNA splice mod
CCc1cc[n+](-c2nc3ccccc3nc2C(=C=[N-])C#N)cc1 | -5%[38.3 µM] | -0.4% | -8% | -3% | -28%[46.1 µM] | -5% | -18%
COc1ccccc1N1C(=O)CCC1(C#N)c1ccccc1 (centres undefined) | -5%[38.3 µM] | -0.7% | 7% | 6% | -20%[46.1 µM] | 12% | 10%

Not all compounds are listed (hit frequency here may not be typical).
